Screening results from PubChem BioAssay.
Imprint erasure – genomic imprint erasure induction. 110,000 tested, 0.02% active. AID 1948. Potency, µM (titrated, usually from 60.7 µM), without a hit: top-dose activity change, positive = activation, most hits filed as activators. mouse ES Peg3-LacZ reporter, beta-gal luminescence, 40 h;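 also: 0% = negative control wells on the plate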
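Readout: BetaGlo luminescence (5 min, room temp) for LacZ from the normally silent maternal Peg3 allele in female Peg3LacZ-Neo ES cells. Cells 300/well, 40 h, 37C, 5% CO2. Data normalized per plate to negative controls.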
p53ts 32C tox – cytotoxicity in p53ts cells at permissive temperature; H1299-p53A138V at 32C, ATP luminescence viability, 24 h; Potency, µM (doses to about 46.1 µM), for the others: at the highest dose activity change, negative = cytotoxicity, usual class: cytotoxic; 130,000 tested, 0.93% active;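 also: 0% = DMSO and -100% = full killing by reference compound; nearly all actives have a fitted effect of over 55% in size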
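Cells: H1299 p53ts (A138V), 600/well, pre-incubated 16–30 h at 37C. Cpd up to 46 uM, 24 h, 32C. Readout: ATPlite luminescence, 20 min RT. Normalization: DMSO vs tamoxifen 100 uM. AC50 by Hill equation.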
p53ts 39C kill – kills p53ts cells at the nonpermissive temperature; H1299-p53A138V viability at 39C, ATP luminescence, 24 h; Potency, µM (top dose mostly 46.1 µM), inactives show at the top dose activity change, negative = cell killing, most hits filed as cytotoxic; 130,000 tested, 1.5% active; also: nearly all actives have a fitted effect of over 55% in size
IkB sig inh – inhibitors of IkB signaling in ABC-DLBCL cells; ABC-DLBCL IkBa-CBG/CBR dual luciferase ratio, 4 h; response scale: scaled: untreated 0%, proteasome inhibitor 100%; Potency, µM (highest dose often 57.1 µM), for inactives: top-dose IkBa stabilization activation; 110,000 tested, 0.04% active; AID 445; active = well fitted curve in the direction sought with a large enough effect in the signal ratio, not every such curve was filed as active; inconclusive = small, poorly fitted or top-dose-only effect, or a change in a side signal; the % refers to the signal ratio;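 also: the direction sought is a rising ratio; 0% = basal untreated cells and 100% = reference inhibitor full response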
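In this assay, an IκBα–CBG68 fusion accumulates when IKK-driven degradation is blocked; native CBR normalizes for cell number. OCI-Ly3 cells were treated 4 h with compound and doxycycline, then green and red light read after Chroma-Glo addition.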
* marks the source's active call; other numbers are inactive results; ? = inconclusive; · = not tested or not shown; [ ] = another dose, or the depositor's remark. Unless noted, calls follow the shape of the dose curve; as a rule, active = well fitted curve in the direction sought with a large enough effect; inconclusive = small, poorly fitted or top-dose-only effect, or another doubt; inactive = no such curve, though single readings can be large; an effect the other way counts as inactive or inconclusive. Unless noted, % is scaled to controls: 0 for no effect and ±100 for the full control effect; potency is read from the fitted curve at half-maximal effect.

structure,Imprint erasure,p53ts 32C tox,p53ts 39C kill,IkB sig inh
O=C(CSc1nnc(-c2cccnc2)o1)c1cc2ccccc2oc1=O,-11%,15%,6%,19%
O=C(CC1C(=O)NCCN1C(=O)Nc1ccccc1)Nc1ccc2c(c1)OCCO2 (stereo unspecified),-4%,21%,11%,-0.4%
O=C(O)CCOc1ccc2c(c1)OCCO2,-14%,-2%,14%,0.5%
Cc1ccc(CNc2nc3ccccc3n3c(C)nnc23)cc1,-9%[10.9 µM],-5%,-9%,-0.9%
COc1cc(NC(=O)C2CCCN(S(=O)(=O)c3cnc[nH]3)C2)cc(OC)c1 (stereo unspecified),26%,-1%,5%,3.0%
O=C(Nc1ccccc1F)C1C2C=CC3(O2)C1C(=O)N(c1cccnc1)C3C(=O)NC1CCCCC1 (stereo unspecified),-7%,0%,2%,2.1%
Cn1c(Sc2nc3ccccc3n2C)nc2ccccc21,-5%,-5%,-4%,2.8%
CCCCCCCCCCCCCCCC[N+](C)(C)CCN(Cc1ccc(OC)cc1)c1ncccn1,-15%[16.8 µM],2%[20.6 µM],-24%[20.6 µM],1.3%[25.6 µM]
O=C(O)C1CCCCC1C(=O)Nc1ccc2c(c1)CCC2 (stereo unspecified),-12%,1%,-2%,12%
O=C(O)C1(C(=O)O)CCN(S(=O)(=O)c2ccccc2)CC1,0%[10.9 µM],1%[9.22 µM],-3%[9.22 µM],2.1%[11.4 µM]
Cc1ccc(CNC(=O)CN(Cc2ccccc2)S(C)(=O)=O)cc1,·,1%,-2%,·
Cc1ccc(C(c2nnnn2CS(=O)(=O)c2ccc(C)cc2)N2CCC(C(N)=O)CC2)cc1 (stereo unspecified),-6%,-3%,7%,0.5%
Cn1c(=O)c(=O)n(C)c2cc(S(=O)(=O)N3CCCCCC3)ccc21,-11%,0%,1%,0.4%
CN(Cc1cc2ccccc2[nH]c1=O)C(=O)C1CCCCC1,-1%,-5%,-19%,0.1%
OCCN1CCN(CC(O)COc2ccc3ccccc3c2)CC1 (stereo unspecified),1%,-5%,-11%,-0.1%
COc1ccc2nc(N(Cc3cccnc3)C(=O)CCc3ccccc3)sc2c1,-6%[10.9 µM],-2%,-25%,?
CNC(=O)Cn1c(=O)n(C)c2ccccc21,-5%,-12%,15%,2.8%
COc1cc(C2CC(=O)Nc3c2c(=O)[nH]c2ncnn32)ccc1O (stereo unspecified),-19%[10.9 µM],-2%,23%,-1.4%
COc1ccc(OCCOC(=O)c2cccc(-n3cnnn3)c2)cc1,-19%,9%,-4%,1.4%
CC(C)(C)C(=O)/C=C(\N)c1ccncc1,17%,10%,-2%,-2.0%

Continuation.
structure,Imprint erasure,p53ts 32C tox,p53ts 39C kill,IkB sig inh
CC(=O)N1CCN(S(=O)(=O)c2ccc(S(=O)(=O)NC3CC3)cc2)CC1,0%,9%,-3%,-0.3%
CCOC(=O)C1CCN(c2cc3c(cc2NC(=O)c2ccc(Cl)cc2)n(C)c(=O)n3C)CC1,1%[10.9 µM],5%,0%,0.4%
Cc1nccn1-c1c2c(c(C#N)c3nc4ccccc4n13)CCCC2,-6%,0%,0%,-2.7%
COC(=O)c1ccc(C(NC(=O)c2ccco2)[C@]2(C)C[C@H]2C2CCCCC2)cc1 (stereo partly specified),-12%,9%,-2%,·
CC(C)CCNC(=O)C1CCN(S(=O)(=O)c2ccc3c(c2)CCC(=O)N3)CC1,-7%,0%,-9%,1.7%
CCNC(=O)C1CCN(S(=O)(=O)c2ccc3c(c2)CCCN3C(C)=O)CC1,7%[10.9 µM],-6%,-35%,1.2%
CCOC(=O)c1ccc(NC(=O)c2cn(-c3ccccc3)nc2-c2ccc(OC)c(OC)c2)cc1,-17%[10.9 µM],6%,54%[activator],1.9%
CCOc1cc(S(=O)(=O)N2CCC(Cc3ccccc3)CC2)c(OCC)cc1-n1cnnn1,-7%,1%,1%,-0.5%
COc1ccc(CN(CC(=O)NCc2ccco2)C(=O)CCC(=O)Nc2ccccn2)cc1,-4%,-4%,-1%,-0.1%
O=C1CN2C(=Nc3ccc(Br)cc3C2c2ccccc2)CCN1 (stereo unspecified),-10%,1%,9%,0.5%
CC(C)NC(=O)Cn1c(SCC(=O)N2c3ccccc3CC2C)nc2ccccc21 (stereo unspecified),-7%,-2%,1%,-0.2%
COc1ccc(-c2c(C#N)c(SCC(=O)Nc3ccc(Br)cc3)nc(C)c2C(=O)Nc2ccccc2)cc1,-8%[10.9 µM],6%,13%,?
CCN1C(=O)NC(c2cc(Br)ccc2OC)C(C(=O)OC)=C1C (stereo unspecified),-27%,0%,-5%,2.9%
Fc1ccccc1COc1ccc(/C=N/n2cnnc2)cc1,-72%[inhibitor],8%,-10%,-1.1%
O=C(CSc1cn(CC(=O)N2CCCCC2)c2ccccc12)Nc1ccc(C(F)(F)F)cc1,-13%[10.9 µM],-6%,-17%,-1.3%
Cc1occc1-c1nnc(SCc2cc(=O)n3cc(Br)ccc3n2)n1C,1%,2%,-5%,-0.8%
COc1ccc(OC)c(CNC(=O)c2ccc3c(c2)c(C)c(C)n3C)c1,-7%[10.9 µM],2%,-11%,?
Cc1[nH]nc(-c2ccc(O)c(C)c2O)c1-c1cnn(-c2ccccc2)c1,-19%,?,9%,?
COc1ccc(-c2nc(SCC(=O)c3ccc(OC)c(Br)c3)n[nH]2)cc1,-15%[10.9 µM],3%,18%,-1.9%
CS(=O)(=O)Nc1ccc(C(=O)NCc2cccnc2)cc1,4%,5%,4%,2.0%

(further entries)
Each structure is followed by: Imprint erasure	p53ts 32C tox	p53ts 39C kill	IkB sig inh
- COc1ccc(CCNC(=O)CN2C(=O)COc3ccc(S(=O)(=O)N4CCCC4)cc32)c(OC)c1
→ -9%[10.9 µM]	4%	1%	?
- COc1cccc(C2/C(=C(/O)c3ccccc3)C(=O)C(=O)N2CCCC(=O)O)c1 (stereo unspecified)
→ 4%	-2%	4%	-0.4%
- COc1ccc2c(CC#N)c[nH]c2c1
→ 6%	0%	-2%	-2.5%
- Cc1cccc(NC(=O)c2cc(S(=O)(=O)NCCc3ccccc3)ccc2F)c1C
→ -16%[10.9 µM]	-9%	-29%	-0.8%
- CCc1ccc(N2CC(C)Cn3c2nc2c3c(=O)n(CC(=O)O)c(=O)n2C)cc1 (stereo unspecified)
→ -9%[10.9 µM]	-4%	19%	0.8%
- Cc1ccc(CN2CCN(CC(=O)NCc3ccccc3Cl)C2=O)cc1
→ -4%[10.9 µM]	15%	-7%	?
- Cc1cc(Nc2ccc(C)c(Br)c2)n2nc(C)nc2n1
→ -13%	7%	0%	-1.5%
- CCOC(=O)c1ccc(NC(=O)C2CCN(S(=O)(=O)Cc3ccccc3)CC2)cc1
→ -14%[10.9 µM]	7%	-3%	?
- Cc1ccc(-c2nc(Nc3ccccc3)n[nH]2)cc1
→ -13%	-20%	-22%	?
- COc1cccc(CNc2sc3c(c2C(=O)Nc2ccc(OC)cc2OC)CCC3)c1
→ -13%[10.9 µM]	4%	18%	9.8%
- CCCCNC(=O)CCC(=O)NNc1nc2ccccc2c2nc(C)nn12
→ -7%[10.9 µM]	2%	-4%	-1.2%
- CCOC(=O)c1c(NC(C)=O)c2c3c(sc2n1Cc1nc(-c2cccc(C)c2)oc1C)CCCC3
→ -12%[10.9 µM]	6%	18%	?
- C=CCOc1ccc(CNc2nccs2)cc1OC
→ ·	-6%	22%	·
- CCN(CC)CCNC(=O)c1cc2c(-c3ccc(Cl)cc3)nn(C)c2s1
→ -29%	-13%	-19%	?
- COCCOC(=O)C1=C(C)NC(=O)NC1c1c(F)cccc1Cl (stereo unspecified)
→ -3%	15%	12%	0.2%
- CCC(OC(=O)c1cccs1)C(=O)NCc1ccco1 (stereo unspecified)
→ -1%	0%	-7%	0.1%
- Cc1nnc2sc(-c3cccc4ccccc34)nn12
→ -14%	4%	6%	2.2%
- O=C(CN1C(=O)c2cccc3cccc1c23)Nc1ccccc1C(=O)NCc1ccco1
→ -20%	8%	-3%	3.7%
- NC1=NC(c2ccccc2Cl)n2c(nc3ccccc32)N1 (stereo unspecified)
→ -6%	-2%	-4%	?
- CCN(c1ccccc1)S(=O)(=O)c1ccc(NC(=O)c2nc(SC)ncc2Cl)cc1
→ -9%[10.9 µM]	5%	-17%	?
- OCCn1nc2c3ccccc3nc-2n(-c2ccccc2)c1=S
→ -3%	6%	-1%	0.2%
- Cc1cc(-c2nnc(-c3ccccc3)c(-c3ccccc3)n2)c(C)o1
→ -29%	20%	16%	3.4%
- CCOC(=O)Cc1nnc(NC(=O)CSc2nnc3c4ccccc4n(C(C)C)c3n2)s1
→ -8%	-10%	3%	0.7%
- CCCCCC(=O)Nc1ccccc1N1CCN(c2ccccc2)CC1
→ -10%	0%	1%	?
- Fc1cccc(-c2cc3nc4c(c(N5CCN(c6cnccn6)CC5)n3n2)CCCC4)c1
→ -3%	2%	-2%	?
- CCCC(C(=O)NCc1ccco1)N(C(=O)CNS(=O)(=O)c1ccccc1)C1CCCC1 (stereo unspecified)
→ -12%	9%	-4%	0.6%
- CCN(CC)c1ccc(C2C(C(=O)OCCOC(C)C)=C(C)NC3=C2C(=O)CCC3)cc1 (stereo unspecified)
→ -5%	-5%	-1%	4.0%
- CCOc1ccc(CN2CCc3nc(Nc4ccc(OC)cc4OC)ncc3C2)cc1
→ -13%[10.9 µM]	-2%	1%	?
- O=C(Nc1ccc(F)cc1F)c1c2c(nc3ccccc13)C(=O)N(C1CCCCC1)C2
→ 21%[10.9 µM]	-2%	?	?
- CS(=O)(=O)NCc1nnc(SCC(=O)NC2CCCCC2)n1-c1ccc(F)cc1
→ 2%	7%	-8%	-0.2%

Further records follow:
Each structure is followed by: Imprint erasure	p53ts 32C tox	p53ts 39C kill	IkB sig inh
- CCC1C2CN(C(C)=O)CC=C2C(C#N)=C(N)C1(C#N)C#N (stereo unspecified)
→ 1%	-16%	-18%	1.8%
- CCOC(=O)CSc1nc2nc(C)cc(C)n2n1
→ -1%	-5%	3%	-2.2%
- Cc1ccc(NC(=O)c2ccco2)c(NC(=O)CN2C(=O)c3ccccc3C2=O)c1
→ -15%	3%	3%	3.0%
- O=C(O)c1ccc(NS(=O)(=O)c2ccc(Cl)cc2)cc1
→ -13%	-5%	9%	6.1%
- CCN1CCCC1CNC1=NCCCCC1 (stereo unspecified)
→ 3%	-2%	0%	0.3%
- C[C@@H](C(=O)NCCF)[C@H]1C[C@]1(C)[C@H](NC(=O)OCc1ccccc1)c1ccccc1
→ -13%	13%	-6%	·
- O=C1c2cccnc2C(=O)N1CO
→ -3%	9%	-4%	0.2%
- c1ccc(CCNc2ncnc3c2cnn3-c2ccccc2)cc1
→ -15%	2%	9%	-0.7%
- CC(C)Cn1c(=O)c2ccccc2n2c(-c3ccc(Br)cc3)nnc12
→ 4%[10.9 µM]	13%	4%	0.9%

An excerpt from above in order of formula weight, highest first:
Each structure is followed by: Imprint erasure	p53ts 32C tox	p53ts 39C kill	IkB sig inh
- C[C@@H](C(=O)NCCF)[C@H]1C[C@]1(C)[C@H](NC(=O)OCc1ccccc1)c1ccccc1
→ -13%	13%	-6%	·
- CC(C)Cn1c(=O)c2ccccc2n2c(-c3ccc(Br)cc3)nnc12
→ 4%[10.9 µM]	13%	4%	0.9%
- O=C1c2cccnc2C(=O)N1CO
→ -3%	9%	-4%	0.2%

Among those listed so far, 4 contain a thiophene ring, fused or not.
Each structure is followed by: Imprint erasure	p53ts 32C tox	p53ts 39C kill	IkB sig inh
- COc1cccc(CNc2sc3c(c2C(=O)Nc2ccc(OC)cc2OC)CCC3)c1
→ -13%[10.9 µM]	4%	18%	9.8%
- CCOC(=O)c1c(NC(C)=O)c2c3c(sc2n1Cc1nc(-c2cccc(C)c2)oc1C)CCCC3
→ -12%[10.9 µM]	6%	18%	?
- CCN(CC)CCNC(=O)c1cc2c(-c3ccc(Cl)cc3)nn(C)c2s1
→ -29%	-13%	-19%	?
- CCC(OC(=O)c1cccs1)C(=O)NCc1ccco1 (stereo unspecified)
→ -1%	0%	-7%	0.1%
